# eLon inh – inhibits E. coli Lon protease; P0A9M0; purified E. coli Lon protease, fluorescence polarization; inhibition, % at 7.94 µM; hit rate 0.42% among 360,000; AID 602123; in the data active means inhibition above about 13%, passing the limit was not always enough;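 further: 0% = enzyme with probe and DMSO and 100% = no enzyme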
# SKN-1 block – C. elegans SKN-1 inhibition | AID 624304 | inhibition, % at 21.8 µM | hit rate 0.49% among 360,000 | C. elegans VP596 Pgst-4::GFP/RFP ratio, acrylamide-induced, 24 h;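 active means interference check ratio from 0.5 to 1.5 plus GFP to RFP signal ratio inhibition reaching or exceeding a fixed threshold, cut at about 30% in these data, passing the limit was not always enough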; further: some compounds called inactive have numbers as strong as hits
# NRP1-CendR mod – modulators of CendR peptide binding to human neuropilin-1. O14786. FAM-RPARPAR peptide binding to NRP-1, fluorescence polarization. inhibition, % at 25 µM. hit rate 0.85% among 360,000. AID 602438;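 active means inhibition or corrected inhibition above about 18%, plus a signal ratio from 0.5 to 1.5, limit read from the data, passing the limit was not always enough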; further: strong numbers were not always called active
# MT1-MMP act inh – MT1-MMP (human) activation inhibition; P50281; HT1080 RFP-PRO-GFP cells, GFP/RFP ratio fluorescence, overnight; percent of plate control window, DMSO zero; GFP/RFP ratio change, % at 20 µM; hit rate 0.061% among 360,000; AID 651647;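 active means GFP/RFP ratio change of at least 30% with cell ATP level not reduced by more than half and red fluorescence within 50% of control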; further: strong numbers were not always called active
#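 Compound: 20 µM single dose, 1% DMSO / System: HT1080 RFP-PRO-GFP cells / Controls: DMSO and RFP-L50D-GFP cell wells / Read-out basis: GFP/RFP fluorescence ratio / Schedule: overnight compound exposure at 37 °C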
# PABP1 MLLE inh – inhibitors of microRNA-mediated deadenylation, human PABP1 MLLE binding; P11940; GST-MLLE / FITC-PAM2 fluorescence polarization; inhibition, % at 20 µM; hit rate 0.36% among 360,000; AID 588489; in the data active means inhibition above about 35%, passing the limit was not always enough;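 further: plate controls were DMSO wells with GST-MLLE for no effect and wells lacking GST-MLLE protein for full effect; some results filed as inactive read as strong as hits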
# Neddyl block – cullin neddylation inhibition | TR-FRET cullin neddylation, biochemical | calls only at 25 µM | hit rate 0.58% among 360,000 | AID 651699; in the data active means inhibition above about 36%
# Rin1-Abl PPI inh – blocks binding of human Rin1 to Abl. AID 588664. hit rate 0.4% among 360,000. TR-FRET Rin1/Abl binding, biochemical. inhibition, % at 7.35 µM. P00519+Q13671; in the data active means inhibition above about 5%, passing the limit was not always enough
# MsrA act – bovine methionine sulfoxide reductase A activation; purified bovine MsrA, absorbance read-out; activation, % at 10.6 µM; hit rate 0.3% among 360,000; in the data active means activation above about 7.5%;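 further: 0% = vehicle and 100% = reference activator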
# FAS TE block – inhibitors of human fatty acid synthase thioesterase domain. P49327. inhibition, % at 15 µM. hit rate 0.67% among 360,000. recombinant FAS-TE, OMFH fluorogenic substrate, fluorescence endpoint;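 active means compounds whose normalised, plate-corrected inhibition of enzyme fluorescence in the single-dose primary screen is 50% or more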;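 further: 0% = DMSO with enzyme and 100% = substrate without enzyme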
# * hit, by the source's call; i = inactive; / = not tested or not shown.
molecule	eLon inh	SKN-1 block	NRP1-CendR mod	MT1-MMP act inh	PABP1 MLLE inh	Neddyl block	Rin1-Abl PPI inh	MsrA act	FAS TE block
CC(C(=O)N(C1CC1)C1(C(=O)Nc2ccccc2)CCCC1)N1C(=O)c2ccccc2C1=O (configuration not stated)	-6	-31	-4	-3	5	i	1	-1	16
CCCN(CC(=O)Nc1ccc(F)c(F)c1F)C(=O)c1ccc(N2CCCC2=O)cc1	-2	-1	-1	/	2	i	2	-13	3
CCOC(=O)c1ccc(NC(=O)NCc2ccn(CC)n2)cc1	-1	-1	-4	-4	4	i	2	1	-6
NS(=O)(=O)c1ccc(CCNC(=O)C2CC(=O)N(Cc3ccccc3Cl)C2)cc1 (configuration not stated)	-8	18	3	-4	11	i	0	-1	1
CCOC(=O)C1CCN(CC(=O)c2c(C)[nH]c3cc(C)ccc23)CC1	-9	-13	4	5	-9	i	5	0	3
COc1ccc2c(c1)O/C(=C\c1ccccc1O)C2=O	-10	-6	-22	-3	-4	i	-4	-2	-1
COCCn1c(Cc2ccccc2)nnc1SCC(=O)NC(C)C	-6	-18	-4	3	3	i	0	0	-5
CCN(CC)S(=O)(=O)c1ccc(Cl)c(NC(=O)COC(=O)c2ccc([N+](=O)[O-])o2)c1	-7	5	-42	5	-8	i	-7	0	-1
CCOc1ccccc1C(=O)NC(C(=O)Nc1cccnc1)C(C)C (configuration not stated)	-10	-11	7	2	-9	i	5	-3	-4
COc1ccc(C(=O)OCC(=O)NCc2cccs2)c(OC)c1OC	-10	8	4	4	7	i	3	-1	-6
CCOc1cc(NC(=O)c2ccccc2C(=O)O)c(OCC)cc1NC(=O)c1ccccc1F	0	0	-4	8	-21	i	0	-2	-11
CC1CC(C)CN(C(=O)c2ccc(Br)c(S(=O)(=O)N3CCOCC3)c2)C1 (configuration not stated)	2	-9	5	3	5	i	3	-2	0
CCN(CC(=O)NCc1ccncc1)S(=O)(=O)c1cc(Cl)ccc1Cl	5	-4	2	5	-3	i	-1	-1	-4
CCC(C)NC(=O)C1CCCN(S(=O)(=O)c2ccc3c(c2)CC(C)N3C(C)=O)C1 (configuration not stated)	-2	-3	10	-2	7	i	-1	0	-3
CCCN1Cc2cccc(C(=O)Nc3ccc(CN4CCCC4)cc3)c2C1=O	4	5	-7	4	-19	i	-3	-3	-6
CC(C)(C)C(=O)N1CCN(c2ccc([N+](=O)[O-])c(-n3nc(-c4ccccc4)c4ccccc4c3=O)c2)CC1	-1	4	-1	-5	-1	i	0	-4	74*
COc1ccccc1N1CCN(CCCCOc2ccc(C)cc2C)CC1	1	-22	8	0	14	i	1	-1	5
c1ccc(-c2cc(N3CCCCC3)ncn2)cc1	-4	31	1	2	-1	i	-2	-5	-8
CN1CCN(C(=O)c2cc3c(c(-c4cccc(Br)c4)n2)[C@@H](CCO)N(S(=O)C(C)(C)C)C3)CC1 (some centres not stated)	-9	-8	-11	4	4	i	4	-2	-18
Cc1cccc(S(=O)Cc2ccc(C(=O)N3CCOCC3)o2)c1 (configuration not stated)	-10	6	8	0	5	i	-1	-1	-8
O=C(OCc1ccccc1F)c1cc(S(=O)(=O)N2CCCCC2)ccc1N1CCOCC1	1	1	-1	-4	-2	i	-3	-1	20
CCn1c(=O)c(C(=O)NCc2ccccc2Cl)c(O)c2ccccc21	-4	31	-8	1	3	i	0	-3	19
O=[N+]([O-])c1ccc(Cl)cc1NCC1CCCO1 (configuration not stated)	11	4	-1	-7	0	i	-5	-13	3
COc1ccc(CN(C(=O)CSc2nnc(-c3c[nH]c4ccccc34)o2)c2ccc(F)cc2)cc1OC	4	30	11	-29	-19	i	1	-1	14
Cc1ccc(C(O)c2ncc(-c3ccccc3C)[nH]2)cc1F (configuration not stated)	9	-6	-8	3	1	i	-1	-3	1
Cc1nc(=O)cc(-c2ccccc2)n1-c1ccccc1	-3	17	-13	-2	-4	i	3	2	-8
CCN(CC)P(=O)(Nc1ccc(C)cc1Br)c1ccc(N(C)C)cc1NC(=O)c1ccco1 (configuration not stated)	11	12	-8	-9	-7	i	4	-1	21
O=C(Nc1oc2ccccc2c(=O)c1-c1ccc2c(c1)OCO2)c1ccco1	3	9	-11	-4	7	i	-3	-9	-7
CC(C)C(c1nnnn1C1CCCC1)N1CCC(C(N)=O)CC1 (configuration not stated)	4	-10	-8	-2	-3	i	0	-15	-7
CC1CCN(CCCNC(=O)CCc2nnc3n(CCc4ccccc4)c(=O)c4ccccc4n23)CC1	-7	-6	-8	-4	-19	i	6	-6	0
Cn1cc(Br)c(C(=O)NNC(=O)c2ccccc2)n1	2	-12	2	4	12	i	0	-13	-12
Cc1cccc(C)c1NC(=O)CCCSc1nnc(-c2ccc(Cl)cc2)n1-c1ccccc1	3	1	0	0	-43	i	-4	-2	10
Cc1ccc(C)c(S(=O)(=O)N2CCC3(CC2)OCCO3)c1	2	3	18	-6	-9	i	-2	-3	-1
CC(C)C(C(=O)NCc1ccco1)N(Cc1ccco1)C(=O)CNS(=O)(=O)c1ccc(F)cc1 (configuration not stated)	4	-9	-5	-1	7	i	1	4	0
CCOc1cccc(CN2CCN(Cc3ccc(C)o3)C(CCO)C2)c1O (configuration not stated)	2	7	1	-5	-13	i	1	-3	-3
CN(CCO)C(=O)c1cccc2c1-c1ccccc1C2=O	-7	8	4	-6	1	i	0	-4	-6
COCCn1c(-c2ccccc2F)n[nH]c1=S	1	3	6	2	-14	i	1	-6	-10
O=C(COC(=O)c1ccccc1OC(F)F)Nc1ccc(N2CCCCC2)cc1	7	3	4	8	5	i	-2	-2	6
CSc1nc(C)c(C(=O)C[n+]2ccccc2C)cc1C#N	4	-8	4	-2	11	i	-4	-1	-2
Cc1cc(Br)ccc1NC(=O)CCN1C(=O)c2ccncc2C1=O	-2	-21	-1	-5	2	i	1	-7	-10
COc1ccccc1NC(=O)c1c(NC(=O)c2ccco2)sc2c1CCC2	-4	10	-19	2	-10	/	0	3	20
O=C(Nc1ccc(CN2CCOCC2)cc1)c1cccc(F)c1	-2	9	2	-3	2	i	-5	-1	-5
CC1CCCCC12NC(=O)N(CC(=O)OCc1c(F)cccc1Cl)C2=O (configuration not stated)	-2	27	7	-1	9	i	4	-2	-1
CC[C@H](C)[C@H]1CNC(=S)N1CC1CCN(CC)CC1	4	9	-8	0	6	i	-2	-7	-1
CCC(=O)Nc1ccccc1C(=O)N1CCCC1	-5	-12	2	-3	6	i	-5	-3	-3
CC1CCC2C(=O)N(c3ccc(C(=O)NCc4ccccc4)cc3)C(=O)C2C1 (configuration not stated)	5	3	-3	0	9	i	4	-8	-9
Cc1nn(CC(=O)c2ccc(Cl)cc2Cl)c(C)[n+]1N	2	-4	-5	-1	12	i	-4	-3	-6
CN(C)CCC(C(=O)c1ccccc1)c1ccncc1 (configuration not stated)	-11	-2	9	-2	2	i	4	0	-7
CCOc1ccc(-n2c(=O)[nH]cc(C(=O)N3CCCc4ccccc43)c2=O)cc1	-5	-14	7	3	2	i	-1	0	-7
Cc1ccc(C)c(OCc2cc(C(=O)N3CCN(C(=O)c4ccco4)CC3)no2)c1	-6	6	-6	3	14	i	-3	-4	4
C=CCC(O)(CCN1CCCCC1)c1ccccc1 (configuration not stated)	5	-2	-7	-2	-12	i	-4	-3	-10
O=C(c1cc2ccccc2oc1=O)N1CCN(c2ccc(N3CCOCC3)nn2)CC1	-4	3	1	0	-6	i	-3	-2	0
Oc1ccc(Br)cc1CNc1nccs1	1	-8	10	1	13	i	-4	-3	-1
COc1ccccc1Cn1c(=S)[nH]c2cc(C(=O)NCCN(C)C)ccc2c1=O	-5	7	-1	3	-65	i	1	-8	-5
O=[N+]([O-])c1cccnc1N1CCOCC1	-3	-8	-14	4	16	i	0	0	-2
COc1ccc(C2C(C(C)=O)=C(O)C(=O)N2c2nc3ccccc3s2)cc1OC (configuration not stated)	-12	-6	-16	-11	11	i	-3	-5	-2
CN(C)C(CNC(=O)CCc1nc2cc(Cl)ccc2n(Cc2ccccc2)c1=O)c1ccccc1 (configuration not stated)	-13	57*	-17	-10	-34	i	0	-1	18
Fc1ccc(CSc2nnc(-c3cccnc3)n2Cc2ccco2)cc1	-5	-4	-6	-6	-6	i	-1	1	-3
Cc1ccccc1Cn1c(C)c(C(=O)NCCC#N)sc1=O	-1	11	-19	4	-6	i	1	-1	-1
O=C(NCCCCCCCCCNC(=O)C(F)(F)F)C(F)(F)F	1	-5	-10	-1	-7	i	1	-9	-4

# Some of these compounds in order of number of heavy atoms, ascending:
molecule	eLon inh	SKN-1 block	NRP1-CendR mod	MT1-MMP act inh	PABP1 MLLE inh	Neddyl block	Rin1-Abl PPI inh	MsrA act	FAS TE block
CSc1nc(C)c(C(=O)C[n+]2ccccc2C)cc1C#N	4	-8	4	-2	11	i	-4	-1	-2
CC1CCCCC12NC(=O)N(CC(=O)OCc1c(F)cccc1Cl)C2=O (configuration not stated)	-2	27	7	-1	9	i	4	-2	-1
CC1CCN(CCCNC(=O)CCc2nnc3n(CCc4ccccc4)c(=O)c4ccccc4n23)CC1	-7	-6	-8	-4	-19	i	6	-6	0

# (continued)
molecule	eLon inh	SKN-1 block	NRP1-CendR mod	MT1-MMP act inh	PABP1 MLLE inh	Neddyl block	Rin1-Abl PPI inh	MsrA act	FAS TE block
Cc1cc(C)n2nc(CNS(=O)(=O)c3ccc(C(C)(C)C)cc3)nc2n1	-4	5	-12	3	-13	i	-3	-2	-4
COC(=O)c1[nH]nc2c1C(=O)N(Cc1ccccc1)C2=O	5	26	3	0	-14	i	0	-4	-5
COc1ccc(C(=O)NCCNc2nc3cc(C)c(C)cc3cc2C)cc1	1	9	6	6	-2	i	1	0	6
CC1CCN(S(=O)(=O)c2cccc(-c3csc(-c4cccnc4)n3)c2)CC1	-2	4	8	-6	-7	i	-4	1	25
CCCCn1c(NCc2cccs2)nc2ccccc21	-7	5	-5	-3	-1	i	0	-3	1
CCCCNC(=O)c1oc2ccc(S(=O)(=O)N3CCCC3)cc2c1C	1	1	11	7	-4	i	1	1	4
O=C(OCC(=O)N1CCOCC1)c1ccc2ccccc2c1	0	-11	12	-4	-2	i	-2	-5	0
O=C(Nc1nnc(-c2ccc(Cl)cc2)o1)c1cccc(N2C(=O)CCC2=O)c1	-1	3	-12	5	13	i	-3	-8	-6
COc1ccc(OC)c(C(=O)c2ccc(C(=O)N3CCN(Cc4csc(C)n4)CC3)cc2)c1	1	-10	1	2	5	i	-6	-4	-4
Cc1ccc(CNC(=O)c2cc(=O)c3ccccc3o2)cc1	-4	-13	-1	1	11	i	3	-3	17
CN1CCc2c(sc(/N=C/c3c[nH]c4ccccc34)c2C(N)=O)C1	-122	-15	-101	-19	-122	i	-5	-4	-18
CC1CCc2c(nc3ncnn3c2NCCc2ccccc2F)C1 (configuration not stated)	1	6	6	2	-1	i	0	-1	0

# Some of these compounds in order of the PABP1 MLLE inh value, descending.
molecule	eLon inh	SKN-1 block	NRP1-CendR mod	MT1-MMP act inh	PABP1 MLLE inh	Neddyl block	Rin1-Abl PPI inh	MsrA act
COc1ccccc1N1CCN(CCCCOc2ccc(C)cc2C)CC1	1	-22	8	0	14	i	1	-1
COc1ccc(C(=O)OCC(=O)NCc2cccs2)c(OC)c1OC	-10	8	4	4	7	i	3	-1
Cc1cccc(S(=O)Cc2ccc(C(=O)N3CCOCC3)o2)c1 (configuration not stated)	-10	6	8	0	5	i	-1	-1
CCCN(CC(=O)Nc1ccc(F)c(F)c1F)C(=O)c1ccc(N2CCCC2=O)cc1	-2	-1	-1	/	2	i	2	-13
CCOC(=O)C1CCN(CC(=O)c2c(C)[nH]c3cc(C)ccc23)CC1	-9	-13	4	5	-9	i	5	0
CN1CCc2c(sc(/N=C/c3c[nH]c4ccccc34)c2C(N)=O)C1	-122	-15	-101	-19	-122	i	-5	-4

# Screening data: PubChem, several laboratories
